CCR6 antagonist – CCR6 receptor antagonists, primary screen, cell-based, CHO-K1, luminescence, beta-arrestin, uHTS | CHO-K1 CCR6 PathHunter beta-arrestin, CCL20-stimulated | actives 0.49% (n = 340,000) | inhibition, % at 20 µM | C-C chemokine receptor type 6 (Homo sapiens), P51684;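 active means compounds whose inhibition of the agonist-driven luminescence signal at 20 µM reaches about 50%, limit read from the data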;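 further: cells stimulated with CCL20 at 14 nM final; plate controls were DMSO with CCL20 for no effect and DMSO without agonist for full effect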
Target sequence (P51684 whole entry, looked up): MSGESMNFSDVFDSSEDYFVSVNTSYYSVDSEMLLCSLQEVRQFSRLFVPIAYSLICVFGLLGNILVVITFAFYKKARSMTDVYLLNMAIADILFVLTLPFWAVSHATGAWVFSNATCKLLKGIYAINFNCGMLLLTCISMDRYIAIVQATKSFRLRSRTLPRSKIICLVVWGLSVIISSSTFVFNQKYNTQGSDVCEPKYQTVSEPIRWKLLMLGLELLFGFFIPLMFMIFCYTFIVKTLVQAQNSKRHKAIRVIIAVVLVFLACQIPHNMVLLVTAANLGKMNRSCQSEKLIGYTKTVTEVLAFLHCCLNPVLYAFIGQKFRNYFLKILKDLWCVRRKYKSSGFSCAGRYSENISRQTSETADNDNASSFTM
XBP1 UPR activ – activators of adaptive XBP1 UPR arm, primary screen, cell-based, CHO-XBP1 luciferase reporter, luminescence, uHTS | AID 463104, 2010 | actives 0.33% (n = 330,000) | activation, % at 20 µM | IRE1-XBP1 UPR activation; percent of tunicamycin response, DMSO as zero;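 active means versus positive control, 20 µM dose yields 30% or more activation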;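 further: 100% = tunicamycin at 10 µg/mL and 0% = DMSO only wells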
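incubation = overnight seeding at 37 °C, 6 h compound treatment at 37 °C | assay system = CHO-XBP1 cells stably carrying IRE1-XBP1-driven luciferase reporter | input = 1000 cells per well | detection = luciferase luminescence | dosing = single point, 20 µM final compound, 1% DMSO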
EBI2 antag – EBI2 receptor antagonists, beta-arrestin recruitment, primary screen, cell-based, luminescence, 7a,25-OHC stimulation, uHTS. 7a,25-OHC stimulated. inhibition, % at 5 µM. actives 0.81% (n = 360,000). AID 651636, 2012; in the data active means inhibition above about 38%;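 further: enzyme fragment complementation signal reports receptor beta-arrestin coupling in cells; 0% = agonist plus DMSO wells and 100% = wells without agonist; some results beyond the cut were filed as inactive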
Target sequence (P32249 whole entry, looked up, the tested form may be a part): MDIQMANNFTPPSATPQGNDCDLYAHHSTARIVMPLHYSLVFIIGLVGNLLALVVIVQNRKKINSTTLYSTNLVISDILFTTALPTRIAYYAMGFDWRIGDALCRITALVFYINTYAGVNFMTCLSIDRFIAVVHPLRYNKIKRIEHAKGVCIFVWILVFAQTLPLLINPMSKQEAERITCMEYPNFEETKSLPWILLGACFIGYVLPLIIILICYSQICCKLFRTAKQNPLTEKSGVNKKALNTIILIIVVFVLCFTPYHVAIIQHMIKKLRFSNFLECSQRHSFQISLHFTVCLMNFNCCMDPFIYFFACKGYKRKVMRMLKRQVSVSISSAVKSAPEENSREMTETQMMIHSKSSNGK
Jurkat NFkB inh – inhibitors of induced NF-kB luciferase reporter, primary screen, TCR NF-kB activation inhibitor project, cell-based, luminescence, uHTS | AID 435003, 2010 | Jurkat, PMA/ionomycin-induced NF-kB luciferase reporter | actives 0.53% (n = 330,000) | inhibition, % at 4 µM; in the data active means inhibition above about 50%
CXCR6 block – CXCR6 receptor inhibitors, primary screen, cell-based, beta-arrestin, luminescence, CHO-K1 PathHunter, 1536-well | C-X-C chemokine receptor type 6 (Homo sapiens), O00574 | actives 0.36% (n = 360,000) | inhibition, % at 20 µM; in the data active means inhibition above about 34%, passing the limit was not always enough;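 further: antagonist mode with CXCL16 agonist at 10 nM final; 0% = 10 nM CXCL16 with DMSO and 100% = unstimulated wells without agonist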
Target sequence (O00574 whole entry, looked up): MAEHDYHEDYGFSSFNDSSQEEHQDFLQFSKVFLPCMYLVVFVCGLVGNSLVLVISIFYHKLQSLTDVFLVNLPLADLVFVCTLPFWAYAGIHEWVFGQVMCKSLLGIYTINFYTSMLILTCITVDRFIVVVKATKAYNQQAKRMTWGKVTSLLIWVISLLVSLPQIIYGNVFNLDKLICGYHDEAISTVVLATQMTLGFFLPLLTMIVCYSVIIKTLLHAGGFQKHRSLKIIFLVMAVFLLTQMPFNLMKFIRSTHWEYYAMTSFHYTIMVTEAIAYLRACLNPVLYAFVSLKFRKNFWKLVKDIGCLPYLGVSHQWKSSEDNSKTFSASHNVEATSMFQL
Mdm2 MdmX PPI – inhibitors of human Mdm2-MdmX association, primary screen, cell-based, luminescence, split luciferase, SaOS-2, uHTS; Protein Mdm4 (Homo sapiens) + E3 ubiquitin-protein ligase Mdm2 (Homo sapiens), …; actives 3% (n = 330,000); inhibition, % at 8 µM; SaOS-2 split-luciferase Mdm2/MdmX complementation;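 active means inhibition of at least 50% at 8 µM in the primary screen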
697 NFkB inh – inhibitors of PMA/ionomycin-induced NF-kB reporter, 697 cells, primary screen, B-cell NF-kB inhibitor project, cell-based, luminescence, uHTS; 697 B-cell NF-kB luciferase reporter, 16 h; inhibition, % at 4 µM; actives 0.33% (n = 330,000); in the data active means inhibition above about 35%
Gli-Sufu antag – Gli-Sufu pathway antagonists, primary screen, luciferase luminescence, Sufu-KO-LIGHT cells, uHTS; Sufu-KO-LIGHT fibroblasts, Gli luciferase reporter luminescence; actives 0.74% (n = 340,000); inhibition, % at 5 µM;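 active means inhibition above about 55%, limit read from the data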;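 further: 0% = DMSO-treated cells and 100% = wells with medium but no cells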
CHOP UPR activ – activators of apoptotic CHOP UPR arm, primary screen, cell-based, CHO-CHOP luciferase reporter, luminescence, uHTS | UPR activation; percent of tunicamycin response over DMSO baseline | activation, % at 10 µM | actives 0.34% (n = 330,000);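 active means at 10 µM dose, activation of 40% or more, normalized to positive control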;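 further: 100% = tunicamycin at 10 µg/mL and 0% = DMSO alone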
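Test system: CHO-CHOP cells, stable luciferase reporter of PERK-eIF2a-CHOP signalling | Quantity: 500 CHO-CHOP cells per well | Buffer or medium: F12 plus 10% serum | Compound dosing: 10 µM single point, 0.5% DMSO | Schedule: 6 h compound treatment, 37 °C | Signal: Luciferase luminescence | Control set: Tunicamycin high control, DMSO low control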
* hit, by the source's call; x = no result given.

SMILES	CCR6 antagonist	XBP1 UPR activ	EBI2 antag	Jurkat NFkB inh	CXCR6 block	Mdm2 MdmX PPI	697 NFkB inh	Gli-Sufu antag	CHOP UPR activ
CC(C)(C)OC(=O)N1CCC(C(=O)Nc2ccc(C(=O)N3CCCCC3)cc2)CC1	2	x	-7	x	12	x	x	-2	x
O=C(Cn1cncn1)N/N=C/c1c2ccccc2cc2ccccc12	20	0	6	-9	-6	2	2	3	0.1
CCc1nnc(NC(=O)CSc2nc3c(cc2C#N)CCC3)s1	11	1	-8	-75	-2	-127	-136	-55	3.4
Cc1cc2cc(CN(Cc3cccs3)S(=O)(=O)c3ccc4c(c3)OCCO4)c(=O)[nH]c2cc1C	-12	-2	5	10	-11	26	17	4	-0.1
CCn1c(S(=O)(=O)O)nc2ccccc21	5	-1	0	-4	-2	-9	14	-4	0.1
Cc1nc(NC(=O)c2ccc(-c3cc4ccccc4oc3=O)cc2)ccc1Br	-2	0	0	-13	3	76*	-18	-10	1.3
COc1ccccc1-c1noc(-c2ccccc2C(=O)NCc2ccco2)n1	4	-2	4	-6	-6	-2	-9	-23	0.6
O=C(CCCN1CCC(C(=O)c2ccc(F)cc2)CC1)c1ccc(F)cc1	2	-8	-12	20	-1	5	-8	26	0.7
C=CCn1c(SCC(=O)c2ccc(O)c(O)c2)nnc1-c1ccc(C)cc1	7	-1	-2	6	-1	13	-5	10	26
COc1ccccc1Oc1cc(C#N)c(C#N)cc1-n1nnc2ccccc21	4	0	27	13	13	35	-47	25	1.6
COc1ccc(NC(=S)Nc2ccc(S(N)(=O)=O)cc2)c(OC)c1	9	-4	0	1	-1	26	10	27	3.5
COc1ccc(NC(=O)Cc2nnc(SCC(=O)Nc3ccccc3)n2C)cc1	6	-4	1	-20	0	22	5	7	4.2
Cc1ccc(C)c(NC(=S)NNC(=S)Nc2ccc(C(C)C)cc2)c1	40	0	17	-13	26	1	-15	-13	0.9
CCc1ccccc1NC(=O)c1ccc(-n2c(C)ccc2C)cc1	9	-2	-3	8	10	-13	-28	-1	0.1
Cc1ccc(-n2cccn2)c(CN2CCCC(C(=O)c3sccc3C)C2)c1 (configuration not stated)	18	-2	27	-6	-6	-5	-33	x	0.7
CCOC(=O)c1ccc(NC(=O)CSc2nc(N3CCOCC3)nc(N3CCOCC3)n2)cc1	5	6	1	1	7	74*	-8	9	0.0
O=C1CCCC2=C1C(c1ccc(O)c(O)c1)c1c(ccc3ncccc13)N2 (configuration not stated)	16	0	-3	-33	7	-22	-36	-6	2.2
CC1CCN(C(=O)c2nc[nH]c2C(=O)O[C@H](C)c2ccccc2)CC1	3	-2	-15	1	5	7	6	0	2.9
O=[N+]([O-])c1cccnc1NCCNc1ncc(C(F)(F)F)cc1Cl	28	3	13	-78	10	-51	-105	-1	6.4
COCCCN(C(=O)c1ccccc1F)c1nc(-c2ccc(OC)cc2)cs1	10	-3	31	-7	11	25	-1	33	0.6
O=C(O)CC1(CC(=O)Nc2ccc3ccccc3n2)CCCCC1	4	-2	5	1	-3	22	11	8	-0.1
Cc1nnsc1-c1c(C(=O)N2CCOCC2)c(C)nn1-c1ccccc1	4	1	2	6	6	-23	-2	4	2.3
N#C/C(=C\c1ccccc1[N+](=O)[O-])C(=O)NC1CCCCC1	6	-2	-35	22	-12	3	-12	-6	-1.1
COc1ccc(CCN2C(=O)CC(N3CCN(S(=O)(=O)c4ccccc4)CC3)C2=O)cc1OC (configuration not stated)	-1	0	14	-15	3	4	0	-1	-1.4
COc1ccc(C(=O)OCC(=O)NC2CCCCCCC2)cc1OC	18	-5	4	-5	2	3	13	-4	-0.6

Not a retest: entries from further up.
SMILES	CCR6 antagonist	XBP1 UPR activ	EBI2 antag	Jurkat NFkB inh	CXCR6 block	Mdm2 MdmX PPI	697 NFkB inh	Gli-Sufu antag	CHOP UPR activ
O=C(CCCN1CCC(C(=O)c2ccc(F)cc2)CC1)c1ccc(F)cc1	2	-8	-12	20	-1	5	-8	26	0.7
C=CCn1c(SCC(=O)c2ccc(O)c(O)c2)nnc1-c1ccc(C)cc1	7	-1	-2	6	-1	13	-5	10	26

Carrying on:
SMILES	CCR6 antagonist	XBP1 UPR activ	EBI2 antag	Jurkat NFkB inh	CXCR6 block	Mdm2 MdmX PPI	697 NFkB inh	Gli-Sufu antag	CHOP UPR activ
CC(SC1=NCCS1)C(=O)Nc1nnc(-c2ccc(Cl)cc2)s1 (configuration not stated)	21	-3	8	-10	6	30	-36	-18	9.8
Cn1c(=O)c2[nH]c(N=Nc3ccc(N)cc3N)nc2n(C)c1=O	17	-2	-6	-2	2	-22	7	4	0.4
COc1ccccc1-c1cn[nH]c1-c1ccc(OCC(=O)NN)cc1O	5	0	4	-15	-3	3	4	7	0.4
COc1ccc(C(CNC(=O)c2cccc(S(=O)(=O)NCc3ccccc3)c2)N(C)C)cc1 (configuration not stated)	11	0	-2	-15	3	13	0	15	1.0
CCOP(=O)(OCC)C(Nc1ccccc1)c1ccccc1C(F)(F)F (configuration not stated)	11	1	6	2	4	5	7	10	0.5
CC(Oc1ccccc1F)C(=O)NNC(=O)c1ccc(-n2cncn2)c([N+](=O)[O-])c1 (configuration not stated)	11	x	-3	x	6	x	x	-1	x
COc1ccc(OCCCC(=O)OCC(=O)c2ccc3c(c2)NC(=O)CO3)cc1	-3	-1	-7	-11	6	19	19	-6	1.2
COc1ccccc1NC(=O)/C=C/c1ccc2c(c1)OCO2	18	3	6	-6	-1	4	-32	-55	2.1
O=c1cc(N2CCN(c3ccccc3)CC2)[nH]c(=O)n1-c1ccccc1Cl	4	0	7	6	0	-20	18	-4	-0.3
COc1ccc(-c2nnc(NC(=O)C3CC3)o2)cc1	-1	3	5	-14	-5	32	-23	-13	1.9
O=C(CSc1nnc2c(n1)[nH]c1ccccc12)OCc1ccccc1	-7	0	-7	5	0	0	11	-13	3.0
CCOC(=O)c1sc(-c2cccc(C(F)(F)F)c2)nc1O	-19	-2	4	2	-4	11	17	5	-0.4
COc1ccc(Cc2[nH]n3c(=O)cc(C(C)C)nc3c2-c2ccccc2)cc1	24	-1	8	2	31	62*	0	14	5.8
CC/C(=N\NC(=O)c1c(C)nc2ccccn12)c1ccccc1	4	-2	-18	-10	-12	6	10	5	1.5
CCc1nnc(NC(=O)CSc2nnc(-c3ccoc3C)n2-c2ccccc2)s1	3	0	7	-4	-3	12	-21	-2	1.3
CC(C)Cc1cc(CN2CCC(CO)(Cc3cccc(C(F)(F)F)c3)CC2)[nH]n1	24	-4	-4	7	-3	41	-43	45	0.8
CCOC(=O)C1CCNC(=O)C1=O (configuration not stated)	4	x	3	x	-1	x	x	-1	x
Cc1cccc(N=Cc2c(O)cc(C)oc2=O)c1	-7	27	-13	0	-4	9	20	5	9.9
O=C(CSc1nnc(-c2ccc(Cl)cc2)o1)N1CCOCC1	4	-2	-8	-65	-5	-22	-50	-41	3.6
COCCn1c(C)cc(/C=C(\C#N)C(=O)OC(C)C(=O)Nc2ccc(NC(C)=O)cc2)c1C (configuration not stated)	12	-3	5	14	5	19	8	-2	-0.9
COc1cc(SC)ccc1C(=O)N1CCN(c2ccccc2F)CC1	6	-2	17	0	2	10	-4	5	-1.6
c1ccc(-c2nc(NCCCn3ccnc3)c3ccccc3n2)cc1	3	-5	22	14	2	30	4	21	-0.9
O=C1CCCC(=O)C1C(c1ccc(Cl)cc1)C1C(=O)CCCC1=O	5	1	-5	9	-1	4	8	4	0.2
CC(=O)N1CCc2cc(S(=O)(=O)NCCCN3CCC(C)CC3)ccc21	-5	-6	-3	-2	-5	9	9	12	0.6
Cc1nc2scc(C)n2c(=O)c1S(=O)(=O)N1CCN(c2ccccc2)CC1	5	-2	-11	20	0	-15	-5	3	5.1

Continued; it opens with the three that closed the last part.
SMILES	CCR6 antagonist	XBP1 UPR activ	EBI2 antag	Jurkat NFkB inh	CXCR6 block	Mdm2 MdmX PPI	697 NFkB inh	Gli-Sufu antag	CHOP UPR activ
O=C1CCCC(=O)C1C(c1ccc(Cl)cc1)C1C(=O)CCCC1=O	5	1	-5	9	-1	4	8	4	0.2
CC(=O)N1CCc2cc(S(=O)(=O)NCCCN3CCC(C)CC3)ccc21	-5	-6	-3	-2	-5	9	9	12	0.6
Cc1nc2scc(C)n2c(=O)c1S(=O)(=O)N1CCN(c2ccccc2)CC1	5	-2	-11	20	0	-15	-5	3	5.1
O=S(=O)(NC1CCCCC1N1CCCCC1)c1ccccc1 (configuration not stated)	8	-2	-7	0	-1	19	0	0	1.3
COc1cccc(-c2nc(CS(=O)(=O)CC(=O)NCCc3ccccc3)c(C)o2)c1	13	-3	-4	7	-6	-13	-3	18	0.2
O=C(CCc1cnccn1)NC1CCCc2c1cnn2-c1ccc(F)cc1F (configuration not stated)	3	1	-1	-1	-17	20	0	-2	-0.4
CCN(CC(=O)Nc1c(F)cccc1F)C(=O)c1ccc(N2C(=O)c3ccccc3C2=O)cc1	8	-3	5	-7	-14	21	6	2	-0.2
Cc1cccc(C(=O)OCC(=O)NCCNC(=O)COC(=O)c2cccc(C)c2C)c1C	-16	1	-13	6	-1	-16	18	-15	-0.5
Cc1ncc([N+](=O)[O-])n1CC(=O)Nc1ccc(F)cc1F	10	-7	-2	8	-8	15	3	11	-1.0
COCCN(CCOC)C(=S)Nc1cc(S(=O)(=O)N(C)C)ccc1C	0	0	5	-2	2	26	16	-5	-1.3
COc1ccc(/C=C/C(=O)N2CCCc3ccccc32)c(OC)c1	10	0	10	-17	-13	9	0	-12	3.0
O=[N+]([O-])c1ccc2oc(C(O)c3cccc(Cl)c3)cc2c1 (configuration not stated)	10	0	-6	21	-5	18	12	4	-1.1
O=C(/C=C/c1cccnc1)c1cc(F)ccc1O	23	-2	3	14	7	6	8	6	1.2
COc1ccc(CCC(=O)NNC(=O)Nc2ccc(C(C)C)cc2)cc1	1	2	-4	-13	2	-11	-9	-1	0.2
Cc1cccn2c(=O)c3cc(C(=O)NC4CCCC4)c(=N)n(CCc4ccccc4)c3nc12	-2	2	20	-9	-5	40	5	37	3.3
Cc1cc(S(=O)(=O)Nc2ccc(C(=O)NCC(c3ccco3)N3CCCC3)cc2)ccc1F (configuration not stated)	3	-3	1	-11	2	8	3	13	0.8
Cc1cccc(-n2cc3c(=O)n(C)c(=O)n(C)c3c2)c1	13	2	4	2	2	12	10	-3	-0.9
O=c1cc(-c2ccc(F)cc2)[nH][nH]1	10	1	-8	16	6	-7	-21	9	0.8
O=C(O)c1ccc(CSc2nc3ccccc3c(=O)n2-c2ccccc2)cc1	-1	-3	-3	8	4	-14	19	2	-0.1
CCCN1Cc2cccc(C(=O)NC(CC(=O)OCC)c3ccc(OCC)c(OC)c3)c2C1=O (configuration not stated)	9	0	3	13	-1	11	9	2	0.8
Cc1cnc(C(=O)Oc2c(C)ccc(C)c2C)cn1	2	-5	1	1	-2	-24	14	8	1.0
